# HTR5A ag ctr: counter-screen for OPRM1-OPRD1 agonists: human HTR5A agonism | HTR5A agonist assay, luminescence, cell-based | activation, % at 9.3 µM | P47898 | 340,000 tested, 0.61% active; in the data active means activation mostly above about 9.5%, no sharp cut-off; inactive means mostly below about 7.6%;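 further: 0% = cells with vehicle only and 100% = reference agonist; strong numbers were not always called active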
# PKA-R1A activ: activates the PKA-R1A holoenzyme complex | P00514+P68181 | PKA-R1A dissociation, Cy5-IP20 fluorescence polarization; scaled: DMSO 0%, 113 µM cGMP 100% | activation, % at 11.4 µM | 340,000 tested, 0.083% active | AID 504707;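 active means percent activation above the mean of all tested compounds plus 3 SD, cut at about 19% in these data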;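 further: higher means more PKAc released from R1A so a rise in polarization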
# V-ATPase pHluor: regulators of yeast V-ATPase proton transport. S. cerevisiae, pHLuorin cytosolic pH fluorescence. response, % at 10 µM. 350,000 tested, 0.37% active; in the data active means response mostly above about 7.3%, no sharp cut-off; inactive means mostly below about 5.4%; further: actives read high; inactives centre near 0; some compounds called inactive have numbers as strong as hits; reference of the scale not given here
# Arrestin-AP2 inh: blocks beta-arrestin peptide binding to AP2 adaptin. FITC-arrestin peptide / GST-AP2 beads, flow cytometry; AP2 beta2 appendage carries R879A mutation. inhibition, % at 10 µM. 340,000 tested, 0.31% active;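 active means inhibition above a set limit, near 3 SD of compounds lacking own fluorescence, cut at about 54% in these data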;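 further: plate controls were DMSO wells for no effect and 5 µM unlabelled arrestin peptide for full effect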
#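 Measured by: flow cytometry, FL1 (488/535 nm); Material: AP2 appendage R879A on GSH beads; Evaluation: percent response; Timing: pre-incubation 12 min, peptide binding 1 h, room temperature; Also added: 50 nM FITC-arrestin peptide; Medium: PBS with 0.05% Tween 20 and 0.1% BSA.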
# HTR5A inv ag: counter-screen for OPRM1-OPRD1 inverse agonists: human HTR5A inverse agonism; HTR5A cell line, luminescence; 340,000 tested, 0.083% active; inhibition, % at 9.3 µM; P47898; in the data active means inhibition mostly above about 23%, no sharp cut-off; inactive means mostly below about 18%;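 further: 0% = cells with DMSO and 100% = no-cell wells with DMSO; some compounds called inactive have numbers as strong as hits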
# PKA-R2B activ: activates the human PKA-R2B holoenzyme complex; PKA-R2B holoenzyme dissociation, Cy5-IP20 fluorescence polarization; R2B truncated from residue 108, S112A mutant; 0% DMSO only, 100% 113 µM cGMP; P22694+P31323; AID 504700; 340,000 tested, 0.079% active; activation, % at 11.4 µM;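 active means activation above a cutoff set at the mean over all compounds plus 3 SD, cut at about 18% in these data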;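 further: higher means more holoenzyme dissociation and a rise in polarization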
# MOR-DOR inv ag: mu-delta opioid heterodimer inverse agonism; P35372+P41143; cell-based MOR-DOR heterodimer luminescence; inhibition, % at 9.3 µM; 340,000 tested, 0.21% active; AID 504357; in the data active means inhibition above about 22%, passing the limit was not always enough;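 further: 0% = cells with DMSO and 100% = wells without cells with DMSO; values of inactives mirror those of a sister screen read the other way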
# Target sequence (P35372 whole entry, looked up): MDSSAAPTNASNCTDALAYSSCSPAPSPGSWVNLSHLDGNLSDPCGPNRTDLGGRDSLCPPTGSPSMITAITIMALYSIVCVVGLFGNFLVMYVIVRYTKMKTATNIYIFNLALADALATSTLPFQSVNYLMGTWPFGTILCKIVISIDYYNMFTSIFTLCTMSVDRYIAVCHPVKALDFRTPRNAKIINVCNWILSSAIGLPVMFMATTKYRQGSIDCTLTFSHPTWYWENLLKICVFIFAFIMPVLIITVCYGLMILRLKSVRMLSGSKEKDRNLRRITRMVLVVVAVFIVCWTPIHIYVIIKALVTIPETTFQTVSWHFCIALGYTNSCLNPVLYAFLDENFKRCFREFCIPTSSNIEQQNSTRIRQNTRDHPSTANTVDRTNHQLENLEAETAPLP
# Target sequence (P41143 whole entry, looked up): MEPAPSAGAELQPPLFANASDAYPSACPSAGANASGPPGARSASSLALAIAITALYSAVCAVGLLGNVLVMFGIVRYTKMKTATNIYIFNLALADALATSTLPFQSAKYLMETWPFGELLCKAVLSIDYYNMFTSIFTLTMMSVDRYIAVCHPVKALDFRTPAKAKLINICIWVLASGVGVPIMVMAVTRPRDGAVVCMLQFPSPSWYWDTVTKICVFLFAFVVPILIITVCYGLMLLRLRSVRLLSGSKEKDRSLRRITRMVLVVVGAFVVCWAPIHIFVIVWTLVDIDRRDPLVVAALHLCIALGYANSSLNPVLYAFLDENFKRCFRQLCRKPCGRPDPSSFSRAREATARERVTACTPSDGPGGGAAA
# MOR-DOR ag: agonists of human mu-delta opioid receptor heterodimerization. P35372+P41143. cells, OPRM1-OPRD1 heterodimerization, luminescence. activation, % at 9.3 µM. 340,000 tested, 0.3% active; in the data active means activation above about 18%;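 further: 0% = vehicle-treated cells and 100% = reference agonist; values of inactives mirror those of a sister screen read the other way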
# Pemphigus Ab inh: human desmoglein-3 autoantibody binding inhibition; P32926; DSG3-coupled beads, scFv-anti-DSG3-GFP binding, flow cytometry; active compounds read low; binding (percent of control), % at 10 µM; 310,000 tested, 0.48% active; AID 588358;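 active means binding more than 3 SD below its plate's average and above zero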;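 further: hits lower antibody fragment binding to DSG3; some compounds called inactive have numbers as strong as hits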
# DAGLB inh: blocks human DAGLB lipase activity; AID 504411; 340,000 tested, 0.059% active; HEK293T DAGLB membrane lysate, EnzChek fluorogenic substrate; Q8NCG7; inhibition, % at 5.17 µM; in the data active means inhibition above about 34%;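 further: 0% = enzyme with vehicle and 100% = wells lacking enzyme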
# Active calls of the source: *; · = no result given.
No.	structure	HTR5A ag ctr	PKA-R1A activ	V-ATPase pHluor	Arrestin-AP2 inh	HTR5A inv ag	PKA-R2B activ	MOR-DOR inv ag	MOR-DOR ag	Pemphigus Ab inh	DAGLB inh
1	Cc1ccc(S(=O)(=O)N2CCN(C(=O)c3cc4c(s3)CCCC4)CC2)c(C)c1	4	6	11	0	-10	3	-15	3.8	·	-6
2	Cc1nc2ccccc2c2oc(C(=O)NCCCN3CC(C)CC(C)C3)cc12 (configuration not stated)	4	-5	-1	-7	-14	-4	19	-3.8	105	-3
3	O=[N+]([O-])c1ccccc1Nc1cccnc1	2	-8	-5	31	-39	0	14	-3.0	98	2
4	O=C(NCc1cccs1)c1ccc([N+](=O)[O-])cc1Cl	1	-7	2	13	2	-5	-23	3.4	98	1
5	COc1ccc(CCNC(=O)C(C)OC(=O)c2cccs2)cc1OC (configuration not stated)	3	-2	-4	4	-7	-10	0	0.1	98	-1
6	O=C(NCC(c1ccco1)N1CCN(c2ccccc2F)CC1)C(=O)NC1CCCC1 (configuration not stated)	-2	3	3	6	11	2	2	-0.3	102	-3
7	O=C(CN1C(=O)C2CCCCC2C1=O)OCC(=O)c1ccc(Cl)s1 (configuration not stated)	3	3	2	15	-8	1	7	-1.5	96	2
8	C=C(C)c1ccc(C(C)(C)NC(=O)N2CCN(C)CC2)cc1	8	-17	-7	18	-2	-21	19	-4.6	·	-3
9	Cc1ccc(S(=O)(=O)N2CCC(=O)N(C(COCc3ccccc3)Cc3ccccc3)CC2)cc1 (configuration not stated)	6	0	1	22	5	0	7	-1.4	104	-6
10	COc1ccc(N2CCN(C(C)C(=O)N(C)Cc3ccccc3)CC2)cc1 (configuration not stated)	7	2	-6	7	5	1	0	-0.1	113	0
11	CC(C)(C)NC(=O)NC(=O)COC(=O)CNS(=O)(=O)/C=C/c1ccccc1	-2	4	1	-5	23	0	10	-2.1	104	1
12	CCOC(=O)C1=C(Nc2ccccc2)CSC1	·	-12	0	·	·	-3	·	·	101	-13
13	COc1ccc(CCn2c(C)cc3c(c2=O)C(c2ccc4c(c2)OCO4)C(C#N)=C(N)O3)cc1OC (configuration not stated)	2	0	-4	8	-6	-18	12	-2.3	100	-4
14	Cc1nc(Nc2ccccc2)sc1C(=O)Nc1ccccc1	4	4	0	4	21	-9	3	-0.7	103	1
15	COc1ccccc1N1CCN(C(=O)C2CCC(Cn3c(=S)[nH]c4ccccc4c3=O)CC2)CC1 (configuration not stated)	6	-7	4	-14	-14	-5	1	-0.2	91	-3
16	O=C(COCC(=O)Nc1cccc(C(F)(F)F)c1)Nc1cccc(C(F)(F)F)c1	-3	-4	2	0	-14	8	-31	6.2	101	-5
17	CCOC(=O)c1c(C)n(C)c2ccc(OCC(N)=O)cc12	-1	-7	0	-2	2	-3	-2	0.3	110	-4
18	Cc1ccc(SCC(=O)Nc2cccc(NC(=O)c3ccco3)c2)cc1	-2	-1	2	-6	4	-4	9	-1.6	106	-3
19	COc1cc2c(cc1OC)-c1cc(NC3CCCCCCC3)nc(=O)n1CC2	0	-8	-72	17	11	2	-5	0.9	115	1
20	COc1ccc(C(C(=O)NCc2ccccc2)N(C(=O)c2snc(C(N)=O)c2N)C2CCCC2)cc1 (configuration not stated)	-4	-9	4	-11	16	4	10	-1.7	101	2

# The results go on:
No.	structure	HTR5A ag ctr	PKA-R1A activ	V-ATPase pHluor	Arrestin-AP2 inh	HTR5A inv ag	PKA-R2B activ	MOR-DOR inv ag	MOR-DOR ag	Pemphigus Ab inh	DAGLB inh
21	COc1cc(NC(=O)CSc2nc3ncnc(N)c3[nH]2)c(C(=O)O)cc1OC	4	7	-1	17	-4	6	-3	0.5	·	-3
22	CCOC(=O)CSc1nc2ccccc2c(=O)n1C1CCCC1	-1	-5	0	1	36	-8	-10	2.1	108	-6
23	Cc1sc2ncnc(Sc3nnnn3-c3ccccc3)c2c1C	-8	-7	1	8	-1	9	10	-1.8	104	1
24	C=CCN1CCN(c2ccncc2S(=O)(=O)N2CCN(C)CC2)CC1	·	-3	-1	·	·	-11	·	·	104	-10
25	CCN(CC)CCN1C(=O)c2oc3ccccc3c(=O)c2C1c1ccccc1 (configuration not stated)	-1	-2	-5	0	3	-3	-1	0.1	110	-2
26	CC(O)CSc1nc2c(c(=O)n(C)c(=O)n2C)n1CCCc1ccccc1 (configuration not stated)	3	-7	0	12	-11	13	16	-2.9	84	-1
27	Cc1nc2sc(C(N)=O)c(N)c2c2c1CCCC2	5	11	8	-6	-13	0	13	-2.6	·	1
28	Cc1ccc(-c2nc(N)sc2-c2ccccc2)cc1C	9	1	0	-2	0	-7	-31	6.4	·	-3
29	CCCn1c(SCC(=O)c2ccc3c(c2)OCCO3)nc2c1c(=O)n(C)c(=O)n2C	3	-11	6	-8	17	3	9	-1.6	92	1
30	O=C(Nc1nnc(-c2ccc3c(c2)CCCC3)o1)c1ccccc1	7	-7	-1	12	-19	-9	-1	0.3	100	-2
31	Cc1ccc(CN2CCN(c3ncccn3)CC2)o1	3	-4	-4	-1	9	1	7	-1.1	111	0
32	O=P(O)(CCCP(=O)(O)CCc1ccccc1)CCc1ccccc1	-4	2	0	0	-19	1	13	-2.3	103	-1
33	COc1cc(/C=N/NC(=O)Nc2ccccc2)ccc1OCCOc1ccccc1C	-1	-1	-1	-4	-9	5	-149	28*	104	-1
34	Cc1ccc2nc(C)cc(Nc3ccc4c(c3)OCCO4)c2c1	-4	-5	-2	20	-15	-13	17	-2.8	93	1
35	CCc1ccc(NC(=S)N2CCN(C)CC2)cc1	3	1	-1	-7	-4	-1	16	-3.0	·	3
36	CC(C)(C)NS(=O)(=O)c1ccc(CCC(=O)N2CCOCC2)cc1	1	-11	-1	-12	-4	7	7	-1.1	101	1
37	COc1cccc(OCCCCN2CC(C)OC(C)C2)c1 (configuration not stated)	5	-6	1	-12	-14	-2	6	-1.0	99	-3
38	O=C(Nc1nc(-c2ccccc2)ns1)c1ccncc1	1	0	-1	5	-4	-8	9	-1.8	90	0
39	CCCCCOC(=O)C1C(c2ccccc2)C(C(=O)O)C1c1ccccc1 (configuration not stated)	-1	-19	0	3	-3	-2	9	-1.7	115	6
40	Cc1ccc([N+](=O)[O-])cc1NC(=O)c1ccc(-c2ccccc2)cc1	-4	-4	-1	-53	-1	4	3	-0.5	96	2

# (next part)
No.	structure	HTR5A ag ctr	PKA-R1A activ	V-ATPase pHluor	Arrestin-AP2 inh	HTR5A inv ag	PKA-R2B activ	MOR-DOR inv ag	MOR-DOR ag	Pemphigus Ab inh	DAGLB inh
41	CCCCC(=O)Nc1ccc2oc(-c3ccncc3)nc2c1	2	-8	4	5	-29	-1	4	-0.7	80	-4
42	O=C(Oc1ccc(OC(=O)N2CCOCC2)cc1)c1ccccc1	8	-11	-3	0	3	-4	14	-3.3	111	-1
43	Cc1ccsc1C(=O)NNC(=O)C1CCCCC1C(=O)O (configuration not stated)	1	0	-2	-2	-4	-1	2	-0.3	104	-3
44	Cc1cc(S(=O)(=O)Nc2cc(C)c(O)c(C)c2)c(C)s1	0	-6	-5	4	-28	-1	-10	1.8	102	-1
45	C[C@H](CO)N1C[C@H](C)[C@H](CN(C)C(=O)Nc2ccc(C(F)(F)F)cc2)OCc2cnnn2CCCC1=O	·	4	3	·	·	1	·	·	103	-1
46	Cc1ccc(C)c(CSC2=NN3CCCC(=O)N=C3S2)c1	4	-8	5	32	-12	-25	11	-2.1	104	-1
47	CCC(=O)N(c1nnc(SCC(=O)NN2C(=O)NC3(CCC(C)CC3)C2=O)s1)C1CC1 (configuration not stated)	0	-11	5	-2	-1	-1	10	-1.9	106	0
48	O=C(N/C(=C\c1cccnc1)C(=O)N1CCCCC1)c1cccc(Br)c1	8	5	2	-9	-8	7	-2	0.3	103	-1
49	CC(C)CN(C(=O)CCNC(=O)c1ccc(Cl)cc1)C1CCS(=O)(=O)C1 (configuration not stated)	1	1	-1	-10	-4	5	11	-2.1	90	-1
50	Cc1ccccc1CSc1nc2c(c(=O)[nH]1)CCC2	6	6	-9	2	-37	-10	-12	2.2	104	-1
51	Cc1cnc(C(=O)Nc2nccs2)cn1	-3	-7	·	-3	-13	-3	13	-2.1	98	1
52	Cc1csc(SCC(=O)c2ccc(S(=O)(=O)N3CCOCC3)cc2)n1	-1	-7	-2	24	-13	4	13	-2.3	106	-1

# Source: PubChem BioAssay
